# MC4R ag barr: MC4R agonists recruiting beta-arrestin, primary screen, cell-based, luminescence, agonist arm of biased-ligand search; Melanocortin receptor 4 (Homo sapiens), P32245; U2OS MC4R beta-arrestin complementation; percent of melanotan II response, DMSO zero; activation, % at 8.9 µM; 0.98% of 360,000 active; AID 540308, 2011;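 active = activation above a per-plate cutoff, the mean activation of sample wells on that plate plus 3 SD, cut at about 8% in these data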
# N-glyco inh: increase of ERlucT glycosylation luciferase signal, primary screen, N-linked glycosylation inhibitor project, D54 ERlucT cells, luminescence, set 2; reporter increase, % at 12.5 µM; 0.23% of 360,000 active; D54 ERlucT glycosylation luciferase reporter, 24 h; percent of 100 nM tunicamycin response; AID 588692, 2011;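 active = mean luciferase reporter signal, scaled so untreated is 0 and the glycosylation-blocking control 100, at or above a set limit in every replicate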;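 note: luciferase carries N-glycosylation sites so blocking glycosylation raises the light; 0% = median of neutral control wells and 100% = median of 100 nM tunicamycin wells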
# MC4R antag cAMP: MC4R antagonists of cAMP signaling, primary screen, cell-based, TR-FRET, antagonist arm of biased-ligand search. Melanocortin receptor 4 (Homo sapiens), P32245. MC4R-expressing cells, MTII-stimulated cAMP, LANCE TR-FRET. inhibition, % at 6.5 µM. 0.48% of 360,000 active. AID 540295, 2011;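 active = inhibition above its plate's cutoff, the mean of tested wells on that plate plus 3 SD, cut at about 29% in these data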;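 note: 0% = Melanotan II alone and 100% = Melanotan II plus saturating MCL0020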
#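 System: U2OS cells stably expressing human melanocortin 4 receptor (MC4R). Reagent: Melanotan II challenge after compound preincubation. Doses: 6.5 µM. Times: 30-min compound, 1-h challenge, 1-h detection, room temperature. Measured by: TR-FRET with Eu-cAMP and labeled anti-cAMP, 671 nm. Replicates: singlicate.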
# PDI inh: inhibitors of human PDI, primary screen, biochemical, turbidity, single point, plate reader. 0.052% of 350,000 active. AID 588391, 2011. Protein disulfide-isomerase (Homo sapiens), P07237. PDI insulin aggregation turbidity, A650, 90 min. inhibition, % at 10 µM;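 active = mean inhibition across replicates of 30% or more, whatever share of single replicates reach that level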;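 note: absorbance from insulin aggregation driven by PDI reduction with DTT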
# ABCB6 inh MLPCN: ABCB6 transporter inhibitors, primary screen, K562-ABCB6 cells, flow cytometry, MLPCN library | 0.19% of 360,000 active | AID 602162, 2011 | K562-ABCB6 porphyrin accumulation, 1 h; active compounds read low | ATP-binding cassette sub-family B member 6 (Homo sapiens), Q9NP58 | fluorescence ratio to DMSO, % at 10 µM;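 active = fluorescence ratio to DMSO below 75%, the collection mean minus 3 SD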;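 note: signal is porphyrin accumulated inside mitochondria; 100% equals median channel fluorescence of DMSO control wells; lower ratio means ABCB6 inhibition with less porphyrin fluorescence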
# Target sequence (Q9NP58 whole entry, looked up): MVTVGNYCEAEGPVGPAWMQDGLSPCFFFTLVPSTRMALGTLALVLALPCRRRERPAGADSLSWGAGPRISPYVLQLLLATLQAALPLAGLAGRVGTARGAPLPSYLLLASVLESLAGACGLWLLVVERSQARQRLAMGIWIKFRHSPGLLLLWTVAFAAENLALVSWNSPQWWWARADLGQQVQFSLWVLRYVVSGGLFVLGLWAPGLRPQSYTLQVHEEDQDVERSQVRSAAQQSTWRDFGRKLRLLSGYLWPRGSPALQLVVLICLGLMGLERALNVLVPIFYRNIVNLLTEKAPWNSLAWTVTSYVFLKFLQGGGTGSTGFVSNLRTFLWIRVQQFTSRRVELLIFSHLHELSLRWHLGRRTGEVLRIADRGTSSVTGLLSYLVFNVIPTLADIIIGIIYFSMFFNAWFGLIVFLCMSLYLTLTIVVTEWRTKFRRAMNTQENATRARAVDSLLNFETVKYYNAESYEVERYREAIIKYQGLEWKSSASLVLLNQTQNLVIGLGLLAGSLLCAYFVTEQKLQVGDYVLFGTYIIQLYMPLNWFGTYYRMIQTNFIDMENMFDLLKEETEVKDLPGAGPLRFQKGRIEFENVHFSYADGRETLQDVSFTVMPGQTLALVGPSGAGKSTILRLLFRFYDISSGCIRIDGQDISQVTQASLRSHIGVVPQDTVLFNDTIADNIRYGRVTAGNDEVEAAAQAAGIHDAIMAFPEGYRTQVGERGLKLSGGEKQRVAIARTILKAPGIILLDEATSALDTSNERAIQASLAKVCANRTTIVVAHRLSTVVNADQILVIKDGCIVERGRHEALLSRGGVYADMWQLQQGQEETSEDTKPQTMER
# Vif imaging: HIV Vif self-association inhibitors, primary screen, imaging, HEK293T, single point | HEK293T cells, Vif self-association by quenched fluorescence, 24 h | inhibition, % at 7.49 µM | 0.35% of 340,000 active | AID 602346, 2012; in the data active = inhibition above about 50%, passing the limit was not always enough; note: some results filed as inactive read as strong as hits
# HTR2A ag: mouse Htr2a agonists via beta-arrestin recruitment, primary screen, cell-based, luminescence | 0.66% of 360,000 active | activation, % at 7.6 µM | AID 624169, 2012 | CHO-K1 mHTR2A beta-arrestin complementation; percent of 30 µM serotonin response | 5-hydroxytryptamine receptor 2A (Mus musculus), P35363;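 active = activation above a run cutoff, the mean activation of all tested compounds plus 3 SD, cut at about 14% in these data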;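 note: 0% = plate median of compound wells and 100% = 30 µM serotonin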
# aDG glyco up: activators of alpha-DG glycosylation, primary screen, uHTS, Pro5-aDG cells, AlphaScreen; alpha-DG glycosylation AlphaScreen (IIH6); 0% Pro5, 100% B10-LARGE cell signal; activation, % at 10 µM; 0.22% of 360,000 active; AID 624168, 2012;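 active = activation of at least 8% versus controls, or a plate z-score of at least 8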;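 note: Pro5 are CHO cells carrying HIG-tagged alpha-DG that lacks glycosylation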
# CaV13 FRET inh: Primary screen for inhibitors of IQ motif and Ca2+-dependent inactivation inhibitor domain binding in CACNA1D, Förster resonance energy transfer in living cells, …. HEK cells, CFP/YFP FRET ICDI-IQ, plate reader, 10 min; percent FRET-ratio fall versus neutral wells. inhibition, % at 12.3 µM. 0.098% of 340,000 active;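 active = mean replicate inhibition of at least 30% and at least 1% of replicates passing that level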;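 note: 0% = median of the neutral control wells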
# H9c2 protect: cardioprotection against H2O2-induced cell death, primary screen, uHTS, H9c2 cells, ATPLite luminescence; H9c2 cardiomyocytes, H2O2 injury protection, 2 h; protection from H2O2 cell death, % at 20 µM; 0.63% of 360,000 active; AID 588492, 2011;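 active = compounds giving at least 50% protection of heart cells from peroxide-induced death in the single-dose screen, raw or plate-pattern-corrected value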;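 note: 0% = DMSO wells with peroxide and 100% = DMSO wells without peroxide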
# Active calls of the source: *; · = not tested or not shown. Not a hit list; 3.6% or so of the library scored in one or more.
SMILES,MC4R ag barr,N-glyco inh,MC4R antag cAMP,PDI inh,ABCB6 inh MLPCN,Vif imaging,HTR2A ag,aDG glyco up,CaV13 FRET inh,H9c2 protect
COc1ccc(NC(=O)NC2CCCCCCC2)cc1,-1.9,-8.5,9.4,7.6,98.0,-2.6,-5.7,-0.1,-6.0,-5.7
O=C(CN(Cc1ccccc1)S(=O)(=O)c1ccc(Cl)cc1)NCC1CCCO1 (stereo not drawn),0.4,-0.1,4.2,4.7,90.0,4.9,1.1,-0.1,-3.8,2.8
O=C(CNC(=S)NC(=O)c1ccc(Cl)cc1)c1ccccc1,11.8*,0.5,-1.3,-14.8,94.0,-1.1,7.1,-0.1,-5.2,-1.0
COC(=O)[C@]12CCCCC=C1N(CCC1=CCCCC1)C(=O)[C@H](CC(=O)N1CCCCC1)C2,·,·,·,·,97.0,·,-1.8,0.2,-4.7,·
Cc1cc(NC(=O)Nc2ccc(F)cc2F)n(C)n1,0.4,1.2,16.6,-3.8,98.0,0.7,2.9,0.5,-13.1,3.9
c1ccc(-c2nc(-c3ccncc3)no2)cc1,-2.1,-4.5,5.3,2.9,95.0,-3.6,1.1,0.3,·,-19.1
CC(=O)NC1=NN(C(C)=O)C2(CCCCC2)S1,-0.7,2.2,6.0,2.2,105.0,5.0,-1.7,-0.3,-4.5,-4.0
CCN(C(=O)CSc1nc2scc(-c3ccccc3)c2c(=O)n1N)C1CCS(=O)(=O)C1 (stereo not drawn),-2.5,-0.8,16.0,4.0,94.0,-1.4,-1.6,0.9,-6.5,0.5
CCOc1ccc(CN(C)C(C)C(=O)NCc2ccccc2)cc1 (stereo not drawn),-0.1,-1.0,3.8,-2.0,78.0,-7.6,-6.2,0.0,-17.9,-8.5
COc1ccc(-n2nnnc2SCC(=O)N2CCCC2=O)cc1,-0.4,-0.3,1.3,-1.8,96.0,39.5,2.6,-0.2,-4.4,-8.0
O=C(CSc1nnnn1-c1ccccc1)N1CCNC1=O,-0.1,0.5,-2.9,-10.8,101.0,2.8,0.9,0.0,-5.2,-3.9
CCOC(=O)CNc1nc(C(C)(C)C)nc2c1nnn2Cc1ccccc1Cl,7.1,-7.1,3.5,-1.7,93.0,-2.9,-10.4,0.4,-4.7,-5.3
c1ccc(C2CC(c3ccccc3)n3c(nc4ccccc43)N2)cc1 (stereo not drawn),-1.1,-2.0,-0.1,1.1,91.0,·,-0.1,-0.3,-3.0,5.8
CC(NCC(=O)Nc1ccccc1C(=O)NC1CC1)c1ccccc1Cl (stereo not drawn),1.2,-3.7,1.3,11.9,97.0,2.7,6.5,0.3,-3.4,2.1
CC(=O)N=c1sccn1CC(O)c1ccccc1 (stereo not drawn),-0.3,0.4,13.8,-0.7,98.0,-17.1,5.7,-0.1,-5.1,5.1
COc1ccc(NC(=S)Nc2cc(C(F)(F)F)ccc2F)cc1,-2.6,1.0,-4.6,1.4,92.0,-11.0,3.7,-0.1,-4.9,1.1
O=c1ccn(Cc2ccc(F)cc2)c2ccnc(C(F)(F)F)c12,-0.9,-1.3,-1.8,-0.1,93.0,1.1,6.1,1.6,-1.8,-8.8
COc1ccc(CCNC(=O)C2=CC=CN3CCS(=O)(=O)N=C23)cc1,-1.3,5.0,11.9,-5.9,95.0,15.7,3.9,0.0,-5.0,9.9
Cc1cnc(C(=O)OCC(=O)Nc2cc(Cl)ccc2C#N)cn1,1.1,3.2,6.1,-3.6,98.0,2.6,1.1,0.0,-0.7,1.9
COC(=O)c1cc(-c2ccc(OC)cc2)n[nH]1,-0.1,1.4,-6.0,6.0,94.0,17.2,3.6,0.1,1.1,-6.6
CN[C@H]1C[C@H]2c3cc(-c4ccccc4)ccc3CCN2C(=O)[C@H]1[C@H](C)O,-1.2,0.3,2.8,16.5,87.0,1.2,-2.8,0.0,-6.2,10.7
Nc1c(NCc2ccccc2)c2ccccc2oc1=O,1.5,1.1,11.6,-40.5,92.0,0.6,-3.8,0.0,-8.2,5.2
O=C(CSc1nccc(=O)[nH]1)Nc1cccc2ccccc12,1.0,-0.2,1.2,5.2,101.0,-5.2,3.5,-0.2,-4.4,3.6
CC1(C)CC2CC(C)(CN2C(=O)c2cccs2)C1 (stereo not drawn),0.7,-0.7,-2.6,6.6,95.0,7.0,8.8,-0.1,-5.8,1.8
Cc1ccc(-c2nnn(CC(=O)N(c3ccccc3F)C(C(=O)NC3CCCC3)c3ccncc3)n2)o1 (stereo not drawn),-0.6,-4.1,5.4,-1.3,104.0,6.9,0.7,-0.1,-5.2,1.6

# Sorted by number of heavy atoms (lowest first): some entries from above.
SMILES,MC4R ag barr,N-glyco inh,MC4R antag cAMP,PDI inh,ABCB6 inh MLPCN,Vif imaging,HTR2A ag,aDG glyco up,CaV13 FRET inh,H9c2 protect
CC(=O)NC1=NN(C(C)=O)C2(CCCCC2)S1,-0.7,2.2,6.0,2.2,105.0,5.0,-1.7,-0.3,-4.5,-4.0
CC1(C)CC2CC(C)(CN2C(=O)c2cccs2)C1 (stereo not drawn),0.7,-0.7,-2.6,6.6,95.0,7.0,8.8,-0.1,-5.8,1.8
Cc1cnc(C(=O)OCC(=O)Nc2cc(Cl)ccc2C#N)cn1,1.1,3.2,6.1,-3.6,98.0,2.6,1.1,0.0,-0.7,1.9
CCOc1ccc(CN(C)C(C)C(=O)NCc2ccccc2)cc1 (stereo not drawn),-0.1,-1.0,3.8,-2.0,78.0,-7.6,-6.2,0.0,-17.9,-8.5
c1ccc(C2CC(c3ccccc3)n3c(nc4ccccc43)N2)cc1 (stereo not drawn),-1.1,-2.0,-0.1,1.1,91.0,·,-0.1,-0.3,-3.0,5.8
CC(NCC(=O)Nc1ccccc1C(=O)NC1CC1)c1ccccc1Cl (stereo not drawn),1.2,-3.7,1.3,11.9,97.0,2.7,6.5,0.3,-3.4,2.1
CCN(C(=O)CSc1nc2scc(-c3ccccc3)c2c(=O)n1N)C1CCS(=O)(=O)C1 (stereo not drawn),-2.5,-0.8,16.0,4.0,94.0,-1.4,-1.6,0.9,-6.5,0.5
Cc1ccc(-c2nnn(CC(=O)N(c3ccccc3F)C(C(=O)NC3CCCC3)c3ccncc3)n2)o1 (stereo not drawn),-0.6,-4.1,5.4,-1.3,104.0,6.9,0.7,-0.1,-5.2,1.6

# The listing continues.
SMILES,MC4R ag barr,N-glyco inh,MC4R antag cAMP,PDI inh,ABCB6 inh MLPCN,Vif imaging,HTR2A ag,aDG glyco up,CaV13 FRET inh,H9c2 protect
Cc1cccc(S(=O)(=O)NC(=O)C2(C)CCN2C(=O)Cc2ccc(C(C)(C)C)cc2)c1 (stereo not drawn),-3.5,0.1,11.7,1.1,94.0,-4.4,-4.6,-0.2,-4.6,2.7
CN(Cc1ccccc1)S(=O)(=O)c1ccc(OCC(=O)Nc2cccc([N+](=O)[O-])c2)cc1,0.5,0.3,3.4,-0.9,103.0,-14.6,-1.6,0.0,-2.4,2.6
N#Cc1nc(COc2ccc(F)cc2)oc1N1CCN(Cc2ccccc2)CC1,-1.4,-3.4,2.1,3.5,96.0,3.7,2.6,-0.1,-3.7,-8.7
COC(=O)c1c(-c2ccccc2)csc1NC(=O)c1ccco1,4.3,-1.1,5.1,-2.3,86.0,7.9,1.3,0.4,·,-9.0
COc1cc(C(=O)N2CCN(c3ccccc3O)CC2)ccc1OCC(=O)N1CCOCC1,0.2,1.3,-0.1,20.8,94.0,34.0,4.5,0.0,-5.3,-0.9
Cc1occc1C(=O)NNC(=O)c1ccccc1F,1.0,-1.2,0.8,1.0,92.0,-7.4,8.9,-0.4,-5.1,3.9
CN1CN(C)c2cccc3cccc1c23,-2.3,·,-6.7,-6.7,94.0,·,14.3,0.6,-3.3,-20.0
Cc1ccc(S(=O)(=O)N2C[C@@H](C)[C@]3(C2)[C@H](O)[C@H](OC(=O)Nc2cccs2)C[C@H]2C(=O)N(c4ccccc4)C(=O)[C@H]23)cc1,-2.0,0.4,12.0,5.5,96.0,·,0.6,0.3,-3.4,-12.9
O=C(c1ccco1)N1CCN(C(c2ccccc2Cl)c2nnnn2Cc2ccco2)CC1 (stereo not drawn),-0.2,-4.1,3.8,10.7,89.0,3.7,-4.2,-0.4,·,27.5
COc1ccc(NS(=O)(=O)c2cc(NC(=O)c3ccccc3)ccc2N2CCOCC2)cc1,-3.4,2.9,3.7,2.3,100.0,-5.6,-2.2,-0.3,-4.9,-2.1
COc1ccc(CCN(Cc2ccccn2)C(=S)Nc2cccc(C)c2)cc1OC,0.4,0.6,4.5,-2.7,101.0,8.2,2.3,2.1,-2.4,4.0
CCC(C)(C)c1nnc(NC(=O)C2CC(=O)N(CCc3ccc(F)cc3)C2)s1 (stereo not drawn),-0.3,0.8,17.3,-10.4,94.0,9.8,-9.3,0.1,-2.6,-5.5
CCOc1cc(NC(=S)NCCCOC)c(OCC)cc1NC(=O)c1ccco1,-0.4,-1.8,9.1,6.5,99.0,-11.8,-1.6,-0.2,-3.9,-6.6
CCCn1c(=O)c2ccccc2n2c(SCc3c(C(=O)OCC)oc4ccccc34)nnc12,-1.0,0.0,9.8,0.2,95.0,-0.5,6.4,-0.1,·,8.1
CC(C)CN(C(=O)COC(=O)c1cnc(Cl)c(Cl)c1)c1c(N)n(Cc2ccccc2)c(=O)[nH]c1=O,-3.4,1.0,46.6*,0.7,101.0,·,-3.1,-0.1,-1.8,1.4
COc1ccc(/C=C/C(=O)O)cc1S(=O)(=O)NC1CCS(=O)(=O)C1 (stereo not drawn),-1.2,2.6,13.0,-2.4,91.0,6.1,0.2,0.0,-4.6,2.0
Cc1noc(C)c1C(=O)N1CCN(c2ccc(OCc3ccccc3)cc2)CC1,0.0,1.6,14.9,3.2,93.0,2.0,4.8,0.4,-14.2,0.2
CCCCCCC(=O)Nc1nc(C)c(-c2csc(Nc3cc(Cl)ccc3C)n2)s1,-0.4,-0.9,4.1,-4.7,96.0,0.4,-0.7,0.2,-5.8,-4.2
CCc1ccccc1NC(=O)N[C@H](C(=O)O)C(C)CC (stereo partly drawn),-0.4,0.3,6.7,2.2,109.0,-5.6,5.6,-0.4,-5.1,11.9
CC(C)CCNC(=O)c1onc(CSc2ccc(Cl)cc2)c1C(=O)NCCC(C)C,0.2,-3.9,3.4,-2.7,98.0,-2.5,3.3,0.3,-6.7,0.7
